KCNH2 3.1 inh: qHTS for Inhibitors of KCHN2 3.1: Mutant qHTS | Potassium voltage-gated channel subfamily H member 2, brain isoform KCNH2 3.1 (human) | U2OS KCNH2 3.1, thallium flux FluxOr; hits give low values | activity change, % (tested at about 1.8 µM) | hit rate 0.95% among 340,000;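 active = maximum activity change below -70%; inconclusive = maximum activity change from -70% to -50%; inactive = maximum activity change above -50%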;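 also: thallium influx rate constant from kinetic fluorescence after stimulation buffer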
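Kinetic fluorescence (2 min after stimulation buffer) measures Tl+ influx through KCNH2 3.1 expressed by viral transduction in U2OS cells; the rate constant is normalized against DMSO controls serving as positive and negative references.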
ELG1 repair inh: qHTS screen for small molecules that inhibit ELG1-dependent DNA repair in human embryonic kidney (HEK293T) cells expressing luciferase-tagged ELG1; HEK293T ELG1-luciferase reporter, luminescence, 16 h; DNA damage induced by 5-fluorouridine; Potency, µM (highest dose often 46.1 µM), for the others: at the top dose activity change, negative = inhibition, hits mostly inhibitors; hit rate 2.3% among 330,000; AID 504467, 2011; active = well fitted inhibition curve with a large enough effect; inconclusive = small, poorly fitted or top-dose-only effect, or effect the other way; also: potency is read from the fitted curve at half-maximal effect; nearly all actives have a fitted effect of over 55% in size
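DMSO vehicle served as the neutral condition. Each well held 2,000 cells given 5-fluorouridine plus compound; after 16 hr at 37 °C/5% CO2, ONE-Glo was added and luciferase measured 30 min later.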
* hit, by the source's call; ? = inconclusive. % is scaled to controls: 0 for no effect and ±100 for the full control effect.

SMILES | KCNH2 3.1 inh | ELG1 repair inh
COCCCN(CC(=O)Nc1ccc(F)cc1)S(=O)(=O)c1cccs1 | 3 | 1%
COc1ccc(NS(=O)(=O)c2cccc(C(=O)O)c2)cc1S(=O)(=O)N1CCOCC1 | -13 | 0%
CC(=O)C[C@@H](O)CC(=O)[C@H]1OC(=O)CCCCCCCCc2ccccc21 | 15 | 18%
COc1cccc(NC(=O)COC(=O)CCSc2ccccc2)c1 | -4 | ?
O=C(NC1CCS(=O)(=O)C1)c1ccccc1Cl (configuration not stated) | -2 | ?
COc1ccc(OCC(=O)OCC(=O)NC2CCCC2)cc1 | -13 | 13%
Cc1ccc([C@H]2C(C(=O)O)=CC[C@@H](c3cccc(C)c3)N2S(=O)(=O)c2ccc(C)cc2)cc1 | 8 | -8%
O=C(C[C@@H]1C/C=C\C[C@H](Cc2ccc(F)cc2)C(=O)OCCNC1=O)NCCO | 2 | 11%
Cc1ccc(S(=O)(=O)N2CCOCC2)cc1NC(=O)CNC(C)c1ccccc1 (configuration not stated) | 15 | ?
C=CC[C@@H](CC(=O)N[C@H](CO)Cc1ccccc1)C(=O)N[C@@H](COC(=O)[C@@H](CC=C)CC(=O)OC(C)(C)C)Cc1c[nH]c2ccccc12 | 2 | -19%
CCOC(=O)c1cc(-c2ccccc2C)n(CC2CC(c3ccc(OC)cc3)=NO2)n1 (configuration not stated) | -27 | ?
CCN(C[C@H]1N[C@@](Cc2ccccc2)(C(=O)OC)[C@H]2C(=O)N(C)C(=O)[C@@H]12)C(=O)Nc1ccc(C)cc1 | 18 | 2%
COc1ccc(CCNC(=O)CN2C(=O)NC(c3ccccc3)(c3ccccc3)C2=O)cc1 | 5 | 26µM*
CC(=O)C[C@H](O)CC(=O)[C@@H]1OC(=O)[C@@H](C)C/C=C\Cc2ccccc21 | 5 | 8%
C=C(NS(=O)(=O)c1ccc(C)cc1)C(=O)OC | 0 | 2%
Cc1ccc(C(=O)NCC(=O)NCc2ccc(Cl)cc2)s1 | -27 | 8%
CC1(C)C[C@H]2C3=CCC4[C@@]5(C)CC[C@H](O)[C@@](C)(CO)C5CC[C@@]4(C)[C@]3(C)C[C@@H](O)[C@@]2(CO)[C@@H](O)[C@@H]1O (some centres not stated) | 3 | 0%
C#CCOCCOCCOCCNc1nc(N2CCN(C(=O)[C@H](CCCCN)n3cc(CN)nn3)CC2)nc(N2CCN(C(=O)[C@H](CCC(=O)O)n3cc([C@@H](N)[C@H](C)CC)nn3)CC2)n1 | -2 | 22%
NC(=O)c1ccc(NC(=O)COC(=O)CC23CC4CC(CC(Br)(C4)C2)C3)cc1 | 11 | 19%
CC1CC1C(=O)OCC(=O)N(C)CC(=O)Nc1ccc(F)cc1 (configuration not stated) | 1 | 0%

Random excerpt: three records from the list
SMILES | KCNH2 3.1 inh | ELG1 repair inh
C=CC[C@@H](CC(=O)N[C@H](CO)Cc1ccccc1)C(=O)N[C@@H](COC(=O)[C@@H](CC=C)CC(=O)OC(C)(C)C)Cc1c[nH]c2ccccc12 | 2 | -19%
CC(=O)C[C@@H](O)CC(=O)[C@H]1OC(=O)CCCCCCCCc2ccccc21 | 15 | 18%
Cc1ccc(C(=O)NCC(=O)NCc2ccc(Cl)cc2)s1 | -27 | 8%

(list continues)
SMILES | KCNH2 3.1 inh | ELG1 repair inh
CC(NC(=O)COC(=O)c1ccccc1O)C1CC2CCC1C2 (configuration not stated) | 2 | 0%
CCN(C[C@H]1N[C@@](CC)(C(=O)OC)[C@H]2C(=O)N(Cc3ccccc3)C(=O)[C@@H]12)C(=O)COc1ccccc1 | -4 | -16%
CCN(C[C@H]1N[C@@](Cc2ccccc2)(C(=O)OC)[C@H]2C(=O)N(Cc3ccccc3)C(=O)[C@@H]12)S(=O)(=O)c1ccc(F)cc1 | -31 | -12%
COc1ccc(NC(=O)N(C)C[C@H]2Oc3ccc(NC(=O)c4ccncc4)cc3C(=O)N([C@H](C)CO)C[C@@H]2C)cc1 | 8 | 17%
Cc1cc(C)cc(C(=O)NCC(=O)OCC(=O)NC2CC2)c1 | 8 | ?
Cc1ccc(C)c(N2CCN(C(=O)CCc3nc(-c4ccc(Br)cc4)no3)CC2)c1 | 3 | ?
Cc1nc2ccc(NC(=O)[C@H](C)N3C(=O)C4CC=CCC4C3=O)cc2s1 (some centres not stated) | 17 | 15%
O=C(CCNC(=O)c1ccccc1Cl)Nc1nc2ccccc2[nH]1 | -10 | 17%
COC(=O)[C@]1(Cc2ccccc2)N[C@H](CN(C)S(=O)(=O)c2ccc(-c3ccccc3)cc2)[C@@H]2C(=O)N(C)C(=O)[C@@H]21 | -5 | ?
COc1cc(Cl)c(C)cc1NC(=O)CSC1=NCCS1 | 8 | -5%
Cc1noc(C)c1NC(=O)Nc1ccc2c(c1)C(=O)N([C@H](C)CO)C[C@H](C)[C@@H](CN(C)C(=O)NC1CCCCC1)O2 | 0 | ?
COc1cc(CC(=O)OCC(=O)c2ccc(F)cc2)cc(OC)c1OC | 3 | 12%
Cc1ccc(S(=O)(=O)N2CCOCC2)cc1NC(=O)COc1ccccc1Cc1ccccc1 | -7 | 8.2µM*
COC(=O)[C@]1(C)N[C@H](CN(C)C(=O)Nc2ccc(C)cc2)[C@@H]2C(=O)N(C)C(=O)[C@@H]21 | 39 | ?
O=C(OCC(=O)N1N=C(c2ccc(Cl)cc2)CC1c1ccco1)c1cncc(Br)c1 (configuration not stated) | -19 | 9%
Cc1cc(Br)ccc1NC(=O)CN(C)C(=O)C1=COCCO1 | 38 | 12%
CCN1Cc2ccccc2-c2ccccc2S1(=O)=O | 7 | -2%
O=C(c1ccc([N+](=O)[O-])o1)N1CCCCCC1 | -3 | 5%
Cn1c(SCC(=O)Nc2cccnc2Cl)nc2ccccc21 | -15 | 11%
CC1(CCc2ccccc2)NC(=O)N(CC(=O)Nc2c(F)cccc2F)C1=O (configuration not stated) | 11 | -1%
CC[C@]12c3[nH]c4ccccc4c3CCN1C(=O)C(CC(=O)NCCN1CCOCC1)C[C@@H]2C(=O)N1CCN(C(=O)c2ccco2)CC1 (some centres not stated) | 7 | 17%
CCc1nc2ccccc2c(C(=O)OCC(=O)Nc2ccc(NC(C)=O)cc2)c1C | 7 | ?
COC(=O)c1ccc(CSC2=NC[C@@H]3[C@@H]4C(=O)N(C)C(=O)[C@@H]4[C@](Cc4ccccc4)(C(=O)OC)N23)cc1 | 2 | 3%
CCOC(=O)C1=CN(CC)S(=O)(=O)NC1c1ccc2ccccc2c1 (configuration not stated) | -4 | 0%
CN(CC1COc2ccccc2O1)C(=O)CSc1nncs1 (configuration not stated) | 15 | ?
CCCCC[C@@H]1C=C(C(=O)O)[C@H](c2ccc(C#N)cc2)N1S(=O)(=O)c1ccc(C)cc1 | 8 | -1%
O=C(CCc1ccc(S(=O)(=O)N2CCOCC2)cc1)OCC(=O)c1ccc(Br)cc1 | -24 | ?
C=CC[C@H](CC(=O)N(CCO)Cc1ccccc1)C(=O)NCCOC(=O)[C@H](CC=C)CC(=O)OC(C)(C)C | 1 | ?
O=C(CN1C(=O)NC2(CCCCCCC2)C1=O)Nc1cccc(Br)c1 | -5 | 3%
COc1ccc(NC(=O)Nc2cccc3c2O[C@H](CN(C)C(=O)NC(C)C)[C@@H](C)CN([C@H](C)CO)C3=O)cc1 | 3 | 21%
O=C1C(Cc2ccccc2)Nc2ncnc(N3CCc4ccccc4C3)c2N1Cc1ccccc1 (configuration not stated) | -5 | 6%
O=C(NCC(c1ccco1)N1CCCCC1)c1ccc(S(=O)(=O)Nc2ccccc2Cl)cc1 (configuration not stated) | 0 | -24%
COc1ccc(NC(=O)N(C)C[C@H]2Oc3c(NC(=O)Nc4ccc5c(c4)OCO5)cccc3C(=O)N([C@H](C)CO)C[C@@H]2C)cc1 | -5 | ?
Cc1cc(C)n(-c2ccc(C(=O)OCC(=O)N3CCN(c4ccccc4)CC3)cc2)n1 | -19 | 2%
C[C@H](CO)N1C[C@H](C)[C@@H](CN(C)C(=O)Nc2ccc(C(F)(F)F)cc2)Oc2c(NS(=O)(=O)c3ccccc3)cccc2C1=O | -8 | 18%
C[C@H]1COC(=O)[C@H](CC(=O)OC(C)(C)C)C/C=C\C[C@@H](CC(=O)N[C@@H](CO)Cc2ccccc2)C(=O)N1 | 10 | -27%
C[C@@H]1CN([C@@H](C)CO)C(=O)c2cccc(NS(C)(=O)=O)c2O[C@H]1CN(C)Cc1ccc(Oc2ccccc2)cc1 | -7 | 8%
CC[C@]12c3[nH]c4ccc(Cl)cc4c3CCN1C(=O)[C@@H](CC(=O)NCc1ccco1)C[C@@H]2C(=O)N1CCN(C(=O)C2CC2)CC1 | 3 | 0%
C[C@H](CO)N1C[C@H](C)[C@@H](CN(C)C(=O)Nc2ccc(C(F)(F)F)cc2)Oc2ccc(NC(=O)C3CCCCC3)cc2C1=O | -3 | ?
CCN(C[C@H]1N[C@@](CC)(C(=O)OC)[C@H]2C(=O)N(C)C(=O)[C@@H]12)C(=O)c1ccc(C(C)(C)C)cc1 | -13 | 12%
CCOC(=O)N1CCN(C(=O)COC(=O)c2ccc(Cl)nc2)CC1 | 3 | 5%
C[C@H](CO)N1C[C@H](C)[C@@H](CN(C)C(=O)Nc2ccccc2)Oc2c(NC(=O)NC3CCCCC3)cccc2C1=O | -23 | ?
C[C@@H](C(=O)N1CCN(c2ccccc2)CC1)N1C(=O)C2CC=CCC2C1=O (some centres not stated) | -30 | 18%
N#C/C(=C\c1ccccc1)C(=O)NNS(=O)(=O)c1cccc([N+](=O)[O-])c1 | 13 | 29%
Cc1noc(C)c1NC(=O)N(C)C[C@@H]1Oc2c(NC(=O)NC(C)C)cccc2C(=O)N([C@@H](C)CO)C[C@@H]1C | 10 | 8%
c1cncc(-c2cn(C[C@H]3CC[C@H](Cn4cc(-c5cccnc5)nn4)O3)nn2)c1 | 5 | -2%
CCN(C[C@H]1N[C@@](Cc2ccccc2)(C(=O)OC)[C@H]2C(=O)N(Cc3ccccc3)C(=O)[C@@H]12)C(=O)Nc1ccc(Cl)cc1 | -7 | 3%
O=C(O)CCC(=O)OCCCc1cc2ccccc2c(=O)o1 | 8 | ?
CCc1sc(C(=O)Nc2ccc(OC)c(S(=O)(=O)N3CCOCC3)c2)cc1C | 3 | 8.2µM*
CC1CCCC(C)N1C(=O)COC(=O)c1ccc(Br)c(S(=O)(=O)N2CCOCC2)c1 (configuration not stated) | 0 | ?
Cc1ccccc1Nc1nc(N)nc(COC(=O)c2ccco2)n1 | 5 | ?
COC(=O)[C@H](CCSC)NC(=O)Cn1cnc2c(SC)nc(N)nc21 | 6 | 4%
NC(=O)c1ccc(NC(=O)COC(=O)C2CC3C=CC2C3)cc1 (configuration not stated) | -2 | ?
Cc1cc(-n2c(C)cc(C(=O)CSc3nncn3C)c2C)no1 | 16 | 11%
COc1ccc(NC(=O)Nc2cccc3c2O[C@H](CN(C)S(=O)(=O)c2ccccc2)[C@@H](C)CN([C@H](C)CO)C3=O)cc1 | 1 | -17%
CCN(C[C@H]1N[C@@](Cc2ccccc2)(C(=O)OC)[C@H]2C(=O)N(Cc3ccccc3)C(=O)[C@@H]12)C(=O)c1ccc(F)cc1 | -2 | ?
Cc1ccc(S(=O)(=O)N2CCOCC2)cc1NC(=O)COC(=O)c1ccc(Br)cc1 | 14 | -2%
C[C@H](CO)N1C[C@H](C)[C@@H](CN(C)Cc2ccccc2)Oc2ccc(NC(=O)CCCCCC(=O)Nc3ccccc3N)cc2C1=O | 7 | ?
COc1cc(NC(=O)c2ccc(-c3cccc(F)c3)o2)ccc1NC(=O)c1ccccc1Cl | ? | ?
COc1ccc(C2(C)NC(=O)N(CC(=O)NC3CC3)C2=O)cc1 (configuration not stated) | 6 | 17%
(cont.)
SMILES | KCNH2 3.1 inh | ELG1 repair inh
CCCCNc1c(-c2ccc(SC(C)CC)c(OC)c2)nc2ccc(Cl)cn12 (configuration not stated) | -5 | -14%
COc1cc(/C=C/C(=O)OCC(=O)NCCc2ccc(F)cc2)ccc1OC(F)F | -21 | 6%
Cc1cc(C)c(S(=O)(=O)N2CCN(C3CC(=O)N(c4ccccc4Cl)C3=O)CC2)c(C)c1 (configuration not stated) | 7 | -19%
NC(=O)c1c(NC(=O)COC(=O)c2ccc(O)c(Cl)c2)sc2c1CCCC2 | 40 | ?
CC1(C)NC(=O)N(CC(=O)Nc2ccc(-n3cnnn3)cc2)C1=O | -22 | ?
O=C(c1ccc(S(=O)(=O)Nc2ccccc2Cl)cc1)N1CCCC1 | -20 | -16%

Taken from the listing (6 entries):
SMILES | KCNH2 3.1 inh | ELG1 repair inh
CCCCNc1c(-c2ccc(SC(C)CC)c(OC)c2)nc2ccc(Cl)cn12 (configuration not stated) | -5 | -14%
COc1cc(/C=C/C(=O)OCC(=O)NCCc2ccc(F)cc2)ccc1OC(F)F | -21 | 6%
Cc1cc(C)c(S(=O)(=O)N2CCN(C3CC(=O)N(c4ccccc4Cl)C3=O)CC2)c(C)c1 (configuration not stated) | 7 | -19%
NC(=O)c1c(NC(=O)COC(=O)c2ccc(O)c(Cl)c2)sc2c1CCCC2 | 40 | ?
CC1(C)NC(=O)N(CC(=O)Nc2ccc(-n3cnnn3)cc2)C1=O | -22 | ?
O=C(c1ccc(S(=O)(=O)Nc2ccccc2Cl)cc1)N1CCCC1 | -20 | -16%

Screening data (PubChem)

An excerpt. The share of hits here may be higher or lower than overall.
